Yeast superoxide: reduction of superoxide in aged yeast, primary screen, HTS; 330,000 tested, 0.18% active; S. cerevisiae aged cells, superoxide DHE fluorescence; hits give low values; superoxide response (% of plate mean), % at 10 µM; AID 2690, 2010;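 active = superoxide response under a set limit, about three screen SD below normal, cut at about 65% in these data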;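 also: yeast aged for seven days with compound at 30 °C before DHE staining; 100% = average MFI of all compound-treated wells on the plate with controls excluded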
GLD-1 RNA inh: GLD-1/TGE RNA complex disruptors, primary screen, biochemical, fluorescence polarization. Female germline-specific tumor suppressor gld-1 (Caenorhabditis elegans), Q17339. purified GLD-1 + fluorescein TGE RNA. inhibition, % at 5.96 µM. 320,000 tested, 0.44% active. AID 2280, 2010;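 active = percent inhibition above a per-plate cutoff, the plate mean of test compounds plus 3 SD, cut at about 30% in these data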;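 also: 0% = DMSO wells with GLD-1 and probe and 100% = wells lacking GLD-1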
Target sequence (Q17339 whole entry, looked up): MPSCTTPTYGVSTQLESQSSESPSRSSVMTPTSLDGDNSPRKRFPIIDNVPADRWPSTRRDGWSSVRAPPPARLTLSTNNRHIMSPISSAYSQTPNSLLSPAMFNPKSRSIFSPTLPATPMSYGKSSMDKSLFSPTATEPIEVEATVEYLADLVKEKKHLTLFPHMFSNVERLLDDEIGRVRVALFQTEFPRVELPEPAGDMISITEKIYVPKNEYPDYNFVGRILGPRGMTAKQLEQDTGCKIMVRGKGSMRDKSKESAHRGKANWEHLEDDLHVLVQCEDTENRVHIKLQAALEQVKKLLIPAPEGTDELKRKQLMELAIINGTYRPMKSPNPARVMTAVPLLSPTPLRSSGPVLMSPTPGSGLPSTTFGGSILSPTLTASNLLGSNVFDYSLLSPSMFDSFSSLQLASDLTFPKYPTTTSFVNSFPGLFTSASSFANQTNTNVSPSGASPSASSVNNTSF
EBNA-1 inh: EBNA-1 DNA-binding inhibitors, primary screen, biochemical, fluorescence polarization | inhibition, % at 14.8 µM | 300,000 tested, 0.34% active; in the data active = inhibition above about 28%
Efflux pump inh: inhibitors of Candida efflux pumps in yeast, primary screen, S. cerevisiae, Nile Red, multiplex. inhibition, % at 10 µM. 330,000 tested, 0.44% active. S. cerevisiae Candida pump triplex;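 active = plate passing quality check with inhibition over a set limit, or well fluorescence over plate mean plus 4 SD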;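 also: Nile Red retained in pooled yeast measured as flow cytometry median fluorescence; 0% = buffer negative control and 100% = Enniatin B positive control; higher means more Nile Red kept so more efflux inhibition; some compounds called inactive have numbers as strong as hits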
ZTA counter: counter-screen for EBNA-1 inhibitors: inhibitors of Epstein-Barr virus ZTA | P03206 | ZTA-DNA binding, fluorescence polarization | inhibition, % at 11 µM | 320,000 tested, 0.15% active | AID 2234; in the data active = inhibition above about 33%
MEX-5 binding: MEX-5 zinc finger RNA-binding disruptors – biochemical, C. elegans, fluorescence polarization, MLPCN library, primary screen; Zinc finger protein mex-5 (Caenorhabditis elegans), Q9XUB2; MEX-5/FITC-TCR2 RNA binding; hits give low values; activity score (negative = inhibition of binding), % at 10 µM; 300,000 tested, 0.38% active; AID 1832, 2009;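 active = inhibition past about -25% in most replicates, and total fluorescence under double the plate's negative control median, limit read from the data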;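 also: 0% = DMSO and -100% = 5 µM competing unlabeled TCR2 RNA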
MCL1-BIM inh: inhibitors of MCL1 binding to BIM-BH3, primary screen, biochemical, fluorescence polarization; AID 2057, 2009; inhibition, % at 10.9 µM; Induced myeloid leukemia cell differentiation protein Mcl-1 (Homo sapiens), Q07820; GST-MCL1 / FITC-Bim-BH3 fluorescence polarization; 320,000 tested, 0.68% active;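 active = inhibition above the mean inhibition of all tested compounds plus 3 SD, set per campaign, cut at about 40% in these data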;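 also: 0% = DMSO wells and 100% = unlabeled Bim-BH3 peptide control; higher means more loss of mP so more displacement of Bim peptide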
Target sequence (Q07820 whole entry, looked up): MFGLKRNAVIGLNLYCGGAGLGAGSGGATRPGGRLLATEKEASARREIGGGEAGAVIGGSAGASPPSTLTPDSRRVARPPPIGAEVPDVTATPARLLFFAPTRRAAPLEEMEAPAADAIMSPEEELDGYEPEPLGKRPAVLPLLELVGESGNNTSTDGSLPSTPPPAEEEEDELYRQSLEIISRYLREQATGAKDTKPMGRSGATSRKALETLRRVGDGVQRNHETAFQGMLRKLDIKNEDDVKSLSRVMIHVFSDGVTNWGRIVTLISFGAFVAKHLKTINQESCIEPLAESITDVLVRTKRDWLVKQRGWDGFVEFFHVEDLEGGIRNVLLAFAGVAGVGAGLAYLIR
Fam108B counter: mouse Fam108B serine hydrolase inhibitors, primary screen, counter-screen for RBBP9 inhibitor project, biochemical, fluorescence polarization. recombinant Fam108B, FP-Rh probe fluorescence polarization. inhibition, % at 9.51 µM. 300,000 tested, 0.33% active. AID 1947, 2009;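 active = inhibition above the screen mean inhibition plus 3 SD, computed separately per campaign, cut at about 18% in these data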;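 also: inhibitors lower polarization as less probe binds the enzyme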
BCLXL inh: inhibitors of human Bcl-xL, primary screen, biochemical, fluorescence polarization, HTS; GST-Bcl-xL / FITC-Bim BH3 peptide fluorescence polarization; 320,000 tested, 0.7% active; inhibition, % at 10.9 µM; Bcl-2-like protein 1 (Homo sapiens), Q07817;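 active = inhibition above the mean of all tested compounds plus 3 SD, cutoff set per campaign, cut at about 30% in these data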;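 also: 0% = DMSO wells and 100% = unlabeled Bim-BH3 peptide competitor; inhibitors lower millipolarization by displacing the labeled peptide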
* hit, by the source's call; x = no result given. Outcome played no part in choosing rows; 2.3% or so of the library scored in one or more.

SMILES	Yeast superoxide	GLD-1 RNA inh	EBNA-1 inh	Efflux pump inh	ZTA counter	MEX-5 binding	MCL1-BIM inh	Fam108B counter	BCLXL inh
O=c1cc(CN2CCN(c3ccccc3F)CC2)c2cc(O)c(-c3ccccc3)cc2o1	96	-4	2	-0.2	2	1.2	-1	-2	2
CC(Oc1ccccc1F)C(=O)NNC(=O)CC(C)c1ccccc1 (stereo not given)	118	0	-2	0.2	0	4.0	4	3	5
O=C(CCCNC(=O)/C(=C\c1ccc(F)cc1)NC(=O)c1ccccc1)OCc1ccccc1	90	4	6	0.0	0	0.7	-2	2	0
Cc1cc(C)n(CCN(C)C(=O)CCc2nnc(-c3ccc4c(c3)OCO4)o2)n1	92	-3	-8	0.1	11	-1.9	-1	-1	7
CC(=O)NC(=S)Nc1ccc(NC(=O)COc2ccc(Cl)cc2)cc1	109	3	12	0.0	12	-1.7	10	-1	7
CC(=O)Nc1ccc(S(=O)(=O)NC(C(=O)O)C(C)O)cc1 (stereo not given)	101	0	-14	0.1	4	0.7	0	-1	5
CN1CC(=O)N(CC(=O)Nc2ccc(N(C)C)cc2)c2ccccc2C1=O	95	9	12	-0.1	-6	-6.4	23	4	29
CC1CCN(C2(O)C(=O)Nc3ccc([N+](=O)[O-])cc32)CC1 (stereo not given)	90	-1	-5	-0.2	1	1.0	-1	-3	0
CC(C)C(=O)OC1CCS(=O)(=O)c2sccc21 (stereo not given)	104	-1	-14	0.1	1	2.6	-7	-5	1
CCOc1cc(C(=O)NC(=S)Nc2nc(C)cc(C)n2)cc(OCC)c1OCC	98	-3	-18	0.5	6	1.6	15	1	6
COc1ccc(N(CC(=O)NCCSCc2ccco2)S(=O)(=O)c2ccc(C)cc2)cc1	84	4	-4	-0.1	-16	1.9	2	2	3
CCCn1c(=N)n(CC(O)COc2ccc(C)cc2)c2ccccc21 (stereo not given)	109	5	1	-0.2	-10	-0.2	-8	7	0
O=C(COC(=O)c1cc([N+](=O)[O-])ccc1NCCO)c1ccccc1	87	9	-9	0.1	-1	-2.6	4	-1	5
COc1ccc(S(=O)(=O)N(CC(=O)N2CCN(c3ccccc3OC)CC2)c2ccccc2)cc1	84	0	-1	0.1	-5	x	7	1	12
O=C(O)CCC(=O)N1N=C(c2ccccc2)CC1c1cccs1 (stereo not given)	110	2	8	0.0	15	0.5	2	-2	0
Brc1cccc(-c2nc(-c3ccncc3)no2)c1	108	-1	-6	0.0	-8	-4.3	-4	-6	3
COc1ccc(/C(N)=N/OC(=O)c2ccc(C)c([N+](=O)[O-])c2)cc1	90	0	7	-0.1	-4	0.6	10	0	4
COc1cc(OC)cc(C(=O)NCC(=O)Nc2ccc(C)c(Cl)c2)c1	99	2	0	-0.3	7	1.0	-1	-1	-1
COc1cc(OC)c(C(=O)Nc2cccnc2)cc1OC	102	-3	4	0.1	-10	-0.7	4	-3	0
Cc1ccc(Cl)cc1NS(=O)(=O)Cc1ccccc1	103	8	3	0.3	18	-1.8	2	3	0
COCCNC(=O)C(=O)NNS(=O)(=O)c1ccc2ccccc2c1	98	2	-17	0.2	5	-7.0	7	-4	6
CCN1CCN(CC(=O)Nc2c(OC)cccc2OC)CC1	100	-3	5	0.0	-5	0.3	10	4	1
CC(/C=N/NC(=O)c1cc(C(C)C)[nH]n1)=C\c1ccccc1	91	-10	7	0.1	13	-1.1	12	0	1
COc1ccc(NC(=O)CN(C)C(=O)CCNS(=O)(=O)c2ccc(Br)cc2)cc1	104	-2	8	0.0	-10	0.0	1	1	4
Cc1cc(C)nc(/N=C(/NC(=O)c2ccccc2)Nc2ccccc2)n1	105	-3	-1	0.0	-7	0.9	1	1	5
COc1cnc(-c2ccccn2)nc1Sc1ccc(Cl)cc1	115	7	-9	0.2	-11	3.5	5	-9	4
Cc1[nH]nc(SCC(=O)N(C)c2ccccc2)c1[N+](=O)[O-]	81	0	-2	0.0	-8	-0.4	-4	2	1
CCn1c(NC(=O)c2ccc(F)cc2)c2ccccc2nc1=O	86	-1	11	0.0	12	2.7	-2	0	2
Cc1ccc2c(c1)C1(OCCCO1)C(=O)N2CC#N	106	7	0	0.2	-11	1.3	11	-6	-4
COc1cccc(N=CC2=C(O)CC(C)(C)CC2=O)c1	100	-4	9	0.0	-6	1.1	2	0	6
O=C(COc1ccc(C(=O)c2ccccc2)cc1)NC1CCCCC1	123	7	1	-0.1	-7	1.2	1	-2	1
O=[N+]([O-])c1ccc2nc(CCCc3nc4ccc([N+](=O)[O-])cc4[nH]3)[nH]c2c1	88	6	6	-0.2	8	-2.2	6	0	6
Cc1ccc(C(O)P(=O)(OCCC(C)C)c2ccc(N(C)C)cc2)cc1 (stereo not given)	104	2	-3	0.5	-4	-1.2	-3	3	-1
COc1ccc(-c2nnc(SC(C)C(=O)Nc3nccs3)n2-c2ccccc2)cc1OC (stereo not given)	87	0	0	0.2	-3	-0.1	-5	1	-12
Cc1ccc(NC(=O)CNc2ccc(Cl)c(Cl)c2)cc1S(=O)(=O)N(C)C	88	4	2	-0.3	0	0.6	6	1	2
CSc1ccccc1NC(=O)Nc1ccccc1	92	-3	4	-0.4	5	-0.5	4	2	5
Cc1cc([N+](=O)[O-])nn1CC(=O)NCCc1c[nH]c2ccccc12	106	5	-7	-0.1	-9	x	6	2	9
Cc1c(C(=O)N(C)Cc2ccccc2)oc2ccc(S(=O)(=O)N3CCCC3)cc12	72	1	2	-0.1	-17	0.5	6	-1	3
NNC(=O)c1cc(-c2ccc(N)cc2)nc2ccc(Br)cc12	113	-8	-4	0.1	-9	-3.1	-3	5	-5
COc1cccc(NC(=O)C(C)Oc2ccccc2)c1 (stereo not given)	100	-2	-13	0.5	1	-3.2	-2	-4	4

Looked up above.
COc1cnc(-c2ccccn2)nc1Sc1ccc(Cl)cc1 in Fam108B counter is entered as -9
Cc1ccc(C(O)P(=O)(OCCC(C)C)c2ccc(N(C)C)cc2)cc1 (stereo not given) in ZTA counter is entered as -4
CC(/C=N/NC(=O)c1cc(C(C)C)[nH]n1)=C\c1ccccc1 in EBNA-1 inh is entered as 7
O=C(COc1ccc(C(=O)c2ccccc2)cc1)NC1CCCCC1 in BCLXL inh is entered as 1
NNC(=O)c1cc(-c2ccc(N)cc2)nc2ccc(Br)cc12 in ZTA counter is entered as -9
COCCNC(=O)C(=O)NNS(=O)(=O)c1ccc2ccccc2c1 in EBNA-1 inh is entered as -17

Reprinted at random: 4 compounds from above.
SMILES	Yeast superoxide	GLD-1 RNA inh	EBNA-1 inh	Efflux pump inh	ZTA counter	MEX-5 binding	MCL1-BIM inh	Fam108B counter	BCLXL inh
COc1ccc(NC(=O)CN(C)C(=O)CCNS(=O)(=O)c2ccc(Br)cc2)cc1	104	-2	8	0.0	-10	0.0	1	1	4
COCCNC(=O)C(=O)NNS(=O)(=O)c1ccc2ccccc2c1	98	2	-17	0.2	5	-7.0	7	-4	6
CCn1c(NC(=O)c2ccc(F)cc2)c2ccccc2nc1=O	86	-1	11	0.0	12	2.7	-2	0	2
NNC(=O)c1cc(-c2ccc(N)cc2)nc2ccc(Br)cc12	113	-8	-4	0.1	-9	-3.1	-3	5	-5

The results go on.
SMILES	Yeast superoxide	GLD-1 RNA inh	EBNA-1 inh	Efflux pump inh	ZTA counter	MEX-5 binding	MCL1-BIM inh	Fam108B counter	BCLXL inh
COc1cccc(C2NC(=S)NC(C)=C2C(=O)c2ccccc2)c1OC (stereo not given)	109	-15	-19	0.0	-7	1.5	2	-2	2
COc1ccc(C)cc1NC(=O)c1cc(S(=O)(=O)N2CCOCC2)cn1C	70	1	8	0.0	2	-2.4	4	-4	3
COc1ccc(C(=O)NCCn2cc(SCC(N)=O)c3ccccc32)cc1	97	4	-5	0.0	-9	-0.9	-1	-3	3
Cc1cccc(N2CN(Cc3ccco3)CNC2=S)c1	104	5	-8	0.0	-11	-5.3	13	4	6
O=c1cc(N2CCCCCC2)[nH]c(=O)n1-c1ccccc1Cl	88	1	5	0.1	5	-0.5	5	-5	3
CC(=O)c1ccc(NS(=O)(=O)c2cc3c(cc2C)N(C)CCO3)cc1	92	0	5	-0.1	15	0.1	5	4	9
COc1ccc(NC(=O)c2ccc(NC(=O)CCS(=O)(=O)c3cccs3)cc2)cc1	106	-2	10	-0.2	0	2.7	-9	-5	0
Cc1ccc(CN2C3=NCCCN3c3ccccc32)cc1	105	-6	-3	0.0	2	x	5	3	5
COc1ccc(Nc2ccncc2[N+](=O)[O-])cc1	104	0	-12	0.0	-3	-0.2	-2	-1	3
COC(=O)c1nn(-c2ccccc2)c(-c2ccccc2)c1C(=O)c1ccccc1	100	5	-21	0.2	9	2.2	-6	-3	6
COC(=O)c1[nH]c2c(c1C)C(=O)CC(c1cc(OC)c(OC)c(OC)c1)C2 (stereo not given)	102	-1	-1	-0.5	-12	1.9	5	0	1
OCc1cn(-c2ccccc2)nc1-c1cc2ccccc2o1	118	2	3	-0.1	5	1.9	-3	-5	-2
Cc1ccc2c(C(=O)CN3CCC4(CC3)OCCO4)c(C)[nH]c2c1	112	0	2	0.1	-12	x	-6	-6	-6
O=C(COC(=O)Cc1cccs1)Nc1ccccc1Cl	92	7	-9	0.4	-1	3.6	1	4	3
Cc1ccccc1NC(=O)c1nnn(-c2ccc3c(c2)OCCO3)c1N	109	0	-5	0.1	-3	3.3	0	-1	-1
Cc1cc[n+](-c2[nH]c(=O)sc2/C=N/N=C(\[O-])c2ccccc2)cc1	106	25	-9	0.0	-11	-9.8	35	2	26
CC(=O)Oc1cc2oc(=O)cc(C)c2cc1Cl	86	0	-1	-0.2	-12	0.3	-9	3	-3
CN(C(=O)COC(=O)c1cc(S(=O)(=O)N2CCOCC2)ccc1F)C1CCS(=O)(=O)C1 (stereo not given)	105	4	0	-0.1	6	1.9	1	2	0
CC(C)(C)c1ccc(OCC(=O)NN2Cc3ccccc3C2=N)cc1	123	-1	-1	0.0	14	0.0	3	-1	4
CCC1Cc2c(nc(N)c3c(N)nc(N4CCOCC4)c(C#N)c23)O1 (stereo not given)	106	6	-1	-0.1	7	0.5	0	1	6

High-throughput results from PubChem.
